Screening data from PubChem BioAssay.
Vif-APOBEC3F blk: qHTS for Inhibitors of Vif-A3F Interactions: qHTS; HeLa A3F-eYFP + Vif (tagged APOBEC3F with the HIV-1 protein that degrades it), YFP fluorescence increase; Potency, µM (top dose mostly 46.1 µM), without a hit: top-dose activity, negative = active; 0.2% of 390,000 active; AID 602313, 2012; also: % of control where 0% means no effect; nearly all actives have a fitted effect of over 65% in size
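HeLa cells stably expressing A3F-eYFP plus Vif, plated and incubated overnight at 37 deg C, then exposed to compounds overnight at 37 deg C. Blocked degradation read as raised yellow fluorescence (Ex 488/Em 500-530).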
mIDH1 inhibitor: qHTS for Inhibitors of mutant isocitrate dehydrogenase 1 (IDH1): qHTS | Isocitrate dehydrogenase [NADP] cytoplasmic (Homo sapiens), O75874 | IDH1-R132H enzyme, NADPH consumption, diaphorase/resazurin fluorescence | Potency, µM (highest dose often 76.6 µM), inactives show at the top dose activity change, negative = inhibition, hits mostly inhibitors | 0.093% of 390,000 active | AID 602179, 2012; also: % is scaled to controls: 0 for no effect and ±100 for the full control effect; nearly all actives have a fitted effect of over 65% in size
Target sequence (O75874 whole entry R132H, stated change not applied): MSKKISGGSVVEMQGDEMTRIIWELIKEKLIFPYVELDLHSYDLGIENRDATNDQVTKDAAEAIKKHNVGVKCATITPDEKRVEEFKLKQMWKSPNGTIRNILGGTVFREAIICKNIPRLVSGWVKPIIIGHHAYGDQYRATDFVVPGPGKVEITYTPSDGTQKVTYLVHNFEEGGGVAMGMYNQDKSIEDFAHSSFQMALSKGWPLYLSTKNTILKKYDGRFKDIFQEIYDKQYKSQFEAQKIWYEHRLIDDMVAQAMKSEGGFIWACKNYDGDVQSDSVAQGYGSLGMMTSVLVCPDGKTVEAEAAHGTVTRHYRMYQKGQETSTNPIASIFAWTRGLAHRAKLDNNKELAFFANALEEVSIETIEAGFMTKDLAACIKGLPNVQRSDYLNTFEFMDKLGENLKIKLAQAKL
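IDH1-R132H (0.5 ug/mL) preincubated 30 min with compound, then NADPH (0.016 mM) and alpha-KG (2 mM) added; 80 min at RT, pH 7.5. Remaining NADPH coupled via diaphorase/resazurin to fluorescence (540/590 nm); concentration-response curves normalized to no-enzyme control.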
TrxR1 substrate: qHTS Assay for Substrates of Mammalian Selenoprotein Thioredoxin Reductase 1 (TrxR1): qHTS; Thioredoxin reductase 1, cytoplasmic (Rattus norvegicus), O89049; purified TrxR1 substrate turnover, NADPH consumption readout; 0.01% of 390,000 active; Potency, µM (doses to about 114 µM), inactives show at the highest dose activity change, negative = substrate turnover; also: % is scaled to controls: 0 for no effect and ±100 for the full control effect; nearly all actives have a fitted effect of over 50% in size
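Rat TrxR1, dispensed at 90 nM, was prereduced with 400 uM NADPH (final) for 5 min at ~22 deg C, then incubated with compound 15 min before 400 uM selenite. A first-read NADPH fluorescence drop versus no-compound background flagged substrates.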
ALOX12 inh: Primary qHTS assay for inhibitors of human arachidonate 12S-lipoxygenase (ALOX12): Round 2; Polyunsaturated fatty acid lipoxygenase ALOX12 (Homo sapiens), P18054; purified 12hLO, xylenol orange hydroperoxide absorbance; Potency, µM (doses to about 108 µM), without a hit: at the highest dose activity change, negative = inhibition, usual class: inhibitors; 1.1% of 580,000 active; also: % is scaled to controls: 0 for no effect and ±100 for the full control effect
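Hydroperoxide product was detected by ferrous iron/xylenol orange as the 573 to 405 nm absorbance ratio. Arachidonic acid at 40 uM (final) was turned over for 30 min at room temperature by 150 nM human 12hLO, pH 7.0 Hepes buffer, after 15 min compound preincubation.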
RGS4 inh: Inhibitors of Regulator of G Protein Signaling (RGS) 4: qHTS. AID 504845, 2011. Regulator of G-protein signaling 4 (Homo sapiens), P49798. Potency, µM (titrated, usually from 114 µM), inactives show top-dose activity change, negative = inhibition, hits mostly inhibitors. Transcreener GDP fluorescence polarization, RGS4-accelerated GTP hydrolysis. 0.039% of 390,000 active; also: % is scaled to controls: 0 for no effect and ±100 for the full control effect; nearly all actives have a fitted effect of over 75% in size; some results filed as inactive show a strong effect at the top dose
Target sequence (P49798 whole entry, looked up): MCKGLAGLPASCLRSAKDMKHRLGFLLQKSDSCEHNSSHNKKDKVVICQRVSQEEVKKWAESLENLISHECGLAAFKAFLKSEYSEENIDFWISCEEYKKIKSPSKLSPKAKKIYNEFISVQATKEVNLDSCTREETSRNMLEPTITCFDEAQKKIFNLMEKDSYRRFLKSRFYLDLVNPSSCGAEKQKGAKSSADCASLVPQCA
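MLSMR compounds (23 nl, pin-transferred) preincubated 10 min at room temperature with a 500nM (2x) first reagent, then RGS4 at 900nM (2x) plus Transcreener GDP mix added; fluorescence polarization (620/688 nm) read before and after 90 min at 30 °C.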
TrxR1 inh: qHTS Assay for Inhibitors of Mammalian Selenoprotein Thioredoxin Reductase 1 (TrxR1): qHTS; Thioredoxin reductase 1, cytoplasmic (Rattus norvegicus), O89049; recombinant rTrxR1, NADPH fluorescence consumption, selenite substrate; Potency, µM (doses to about 114 µM), without a hit: at the highest dose activity change, negative = inhibition, actives largely listed as inhibitors; 1% of 390,000 active; also: % is scaled to controls: 0 for no effect and ±100 for the full control effect; nearly all actives have a fitted effect of over 65% in size
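Rat TrxR1 (90 nM in the dispensed reagent) was pre-reduced with 400 uM NADPH for 5 min at room temperature, then incubated with compound for 15 min. After 400 uM selenite was added, NADPH fluorescence (Ex 340/Em 450 nm) was followed for 8 min.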
USP1 inh: Inhibitors of USP1/UAF1: Primary Screen; recombinant USP1/UAF1, Ub-Rhodamine cleavage fluorescence; AID 743255, 2014; 0.23% of 390,000 active; Ubiquitin carboxyl-terminal hydrolase 1 (Homo sapiens), O94782; Potency, µM (doses to about 57.1 µM), inactives show at the top dose activity change, negative = inhibition, usual class: inhibitors; also: % is scaled to controls: 0 for no effect and ±100 for the full control effect; nearly all actives have a fitted effect of over 60% in size; inactives centre near -12
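1 nM enzyme complex + cpd, 15 min RT; start with Ub-Rho 150nM final; kinetic fluorescence ex 480/em 540, 6 reads q60 s. Buffer 50mM HEPES pH 7.8, 0.5mM EDTA, 0.1 mg/ml BSA, 1mM TCEP, 0.01% Tween-20.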
Vif-A3G inh: qHTS for Inhibitors of Vif-A3G Interactions: qHTS | 0.076% of 410,000 active | DNA dC->dU-editing enzyme APOBEC-3G (Homo sapiens), Q9HC16 | AID 602310, 2012 | Potency, µM (series often up to 46.1 µM), without a hit: top-dose activity, negative = active, hits mostly inhibitors | HeLa A3G-eYFP + Vif (tagged APOBEC3G with the HIV-1 protein that degrades it), YFP fluorescence, overnight;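 also: % is scaled to controls: 0 for no effect and ±100 for the full control effect; nearly all actives have a fitted effect of over 60% in size; hits raise eYFP signal because A3G escapes Vif-driven loss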
Target sequence (Q9HC16 whole entry, looked up): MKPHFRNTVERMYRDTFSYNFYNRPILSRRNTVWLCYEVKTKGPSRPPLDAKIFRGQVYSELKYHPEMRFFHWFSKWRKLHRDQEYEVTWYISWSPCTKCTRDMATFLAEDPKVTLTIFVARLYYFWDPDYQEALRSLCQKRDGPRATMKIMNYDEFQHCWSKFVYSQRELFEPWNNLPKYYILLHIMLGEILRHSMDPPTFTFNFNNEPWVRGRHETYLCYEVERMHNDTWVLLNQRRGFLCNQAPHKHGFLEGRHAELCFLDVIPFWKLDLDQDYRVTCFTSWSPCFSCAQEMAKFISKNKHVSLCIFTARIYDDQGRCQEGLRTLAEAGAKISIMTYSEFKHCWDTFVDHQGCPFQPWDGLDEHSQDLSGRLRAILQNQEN
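HeLa cells stably expressing Vif and C-terminally eYFP-tagged A3G, seeded overnight at 37 deg C, then exposed to compound by pintool overnight at 37 deg C. Rise in yellow fluorescence (Ex 488/Em 500-530, Acumen) marks blocked Vif-driven A3G degradation.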
RXFP1 agonist: qHTS Assay for Agonists of the Relaxin Receptor RXFP1; HEK293T-RXFP1 cAMP TR-FRET, 30 min; response scale: percent of porcine relaxin response, buffer zero; 0.3% of 370,000 active; Potency, µM (top dose mostly 57.5 µM), without a hit: top-dose activation, usual class: activators; Relaxin receptor 1 (Homo sapiens), Q9HBX9; also: % is scaled to controls: 0 for no effect and ±100 for the full control effect; nearly all actives have a fitted effect of over 60% in size; many of its hits are not listed in these tables
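HEK293 cells stably expressing RXFP1, treated 30 min at 37C with compounds plus PDE4 inhibitor Ro 20174; cAMP measured by HTRF TR-FRET. Normalized to buffer and 29 nM porcine relaxin; EC50 by Hill fit.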
Starred values were filed as active, the others as inactive; [ ] = remark or other dose. Calls follow the shape of the dose curve; as a rule, active = well fitted curve in the direction sought with a large enough effect; inconclusive = small, poorly fitted or top-dose-only effect, or another doubt; inactive = no such curve, though single readings can be large; an effect the other way counts as inactive or inconclusive. Potency is read from the fitted curve at half-maximal effect. A portion of the library; the hit share may differ from the screen's.

The first two entries, to show the layout:
COc1ccccc1N(CC(O)COc1c(C)cc(C)cc1C)S(=O)(=O)c1ccccc1 (configuration not stated) was read as Vif-APOBEC3F blk 4%, mIDH1 inhibitor 1%, TrxR1 substrate 2%, ALOX12 inh -15%, RGS4 inh -15%, TrxR1 inh 14%, USP1 inh inconclusive, Vif-A3G inh 3% and RXFP1 agonist 3.7%.
Screening CC#CCN(Cc1ccco1)C(=O)C1CCC(=O)N(Cc2ccccc2F)C1 (configuration not stated) returned Vif-APOBEC3F blk 10%, mIDH1 inhibitor -2%, TrxR1 substrate 7%, ALOX12 inh 91%[activator], RGS4 inh 21%, TrxR1 inh 2%, USP1 inh -15%, Vif-A3G inh 2% and RXFP1 agonist -0.5%.

The listing, from the start:
COc1ccccc1N(CC(O)COc1c(C)cc(C)cc1C)S(=O)(=O)c1ccccc1 (configuration not stated) was read as Vif-APOBEC3F blk 4%, mIDH1 inhibitor 1%, TrxR1 substrate 2%, ALOX12 inh -15%, RGS4 inh -15%, TrxR1 inh 14%, USP1 inh inconclusive, Vif-A3G inh 3% and RXFP1 agonist 3.7%.
Screening CC#CCN(Cc1ccco1)C(=O)C1CCC(=O)N(Cc2ccccc2F)C1 (configuration not stated) returned Vif-APOBEC3F blk 10%, mIDH1 inhibitor -2%, TrxR1 substrate 7%, ALOX12 inh 91%[activator], RGS4 inh 21%, TrxR1 inh 2%, USP1 inh -15%, Vif-A3G inh 2% and RXFP1 agonist -0.5%.
`COCCn1c(CN(Cc2ccccc2)Cc2ccccc2)nc2c1c(=O)n(C)c(=O)n2C` gave Vif-APOBEC3F blk -1%, mIDH1 inhibitor -2%, TrxR1 substrate -10%, RGS4 inh -16%, TrxR1 inh 10%[57.1 µM], USP1 inh -8%, Vif-A3G inh -2% and RXFP1 agonist -2.5%.
`CCc1ccccc1NC(=O)CSc1nc2ccccc2n1CC(=O)N(C)C` gave Vif-APOBEC3F blk -2%, mIDH1 inhibitor 0%, TrxR1 substrate 6%, ALOX12 inh -3%, RGS4 inh -4%, TrxR1 inh 32%, USP1 inh -30%, Vif-A3G inh 0% and RXFP1 agonist 0.3%.
Screening CCSc1nnc(NC(=O)c2cc(C)nc3ccccc23)s1 returned Vif-APOBEC3F blk -10%, mIDH1 inhibitor -2%, TrxR1 substrate 4%[57.1 µM], ALOX12 inh -10%, RGS4 inh 8%, TrxR1 inh -4%, USP1 inh -1%, Vif-A3G inh -1% and RXFP1 agonist 2.5%.
Cc1csc2ncc(C(=O)Nc3ccccc3Cl)c(=O)n12 was read as Vif-APOBEC3F blk 3%, mIDH1 inhibitor 2%, TrxR1 substrate 7%, ALOX12 inh inconclusive, RGS4 inh 15%, TrxR1 inh 14%, USP1 inh inconclusive, Vif-A3G inh 1% and RXFP1 agonist -0.7%.
`COc1ccc(CNC(=O)[C@H](Cc2c[nH]c3ccccc23)NC(C)=O)cc1OC` gave Vif-APOBEC3F blk 18%, mIDH1 inhibitor 1%, TrxR1 substrate 4%, ALOX12 inh 1%, RGS4 inh -9%, TrxR1 inh 13%, USP1 inh -20%, Vif-A3G inh 8% and RXFP1 agonist -1.6%.
`COCc1cc(C(C)=O)ccc1OCC(=O)Nc1ccc(NC(C)=O)cc1` gave Vif-APOBEC3F blk 5%, mIDH1 inhibitor 5%, TrxR1 substrate 3%[57.1 µM], ALOX12 inh 0%, RGS4 inh -14%, TrxR1 inh 15%[57.1 µM], USP1 inh -12%, Vif-A3G inh 0% and RXFP1 agonist 2.4%.
Screening CCC(C)(C)NC(=O)C(c1cccn1C)N(C(=O)Cn1nnc2ccccc21)c1ccc(F)cc1 (configuration not stated) returned mIDH1 inhibitor 0%, TrxR1 substrate -4%, ALOX12 inh -3%, RGS4 inh 9%, TrxR1 inh 4%, USP1 inh -23%, Vif-A3G inh 0% and RXFP1 agonist -0.2%.
Screening O=C(NCc1cccnc1)c1cccc(OC2CCN(Cc3ccc(CO)o3)CC2)c1 returned Vif-APOBEC3F blk 1%, mIDH1 inhibitor 15%, TrxR1 substrate -12%, ALOX12 inh inactive, RGS4 inh 7%, TrxR1 inh -29%, USP1 inh 5%, Vif-A3G inh 1% and RXFP1 agonist -0.5%.
For COc1ccc(CN(C)C(=O)c2cc(-c3ccc(C)cc3C)nc3ccccc23)c(OC)c1OC the results were Vif-APOBEC3F blk 1%, mIDH1 inhibitor 0%, TrxR1 substrate -8%, ALOX12 inh 1%, RGS4 inh 7%, TrxR1 inh 9%, USP1 inh inconclusive, Vif-A3G inh -9% and RXFP1 agonist -0.6%.
Screening CCS(=O)(=O)c1nc(S(=O)(=O)c2ccc(C)cc2)c(N2CC(C)CC(C)C2)s1 (configuration not stated) returned Vif-APOBEC3F blk -15%, mIDH1 inhibitor 14%, TrxR1 substrate -3%, ALOX12 inh 7%, RGS4 inh -28%, TrxR1 inh 12%, USP1 inh -30%, Vif-A3G inh -5% and RXFP1 agonist 19%.
Screening Cc1nc2ccc(C(=O)OCc3nnc(-c4ccc(Br)cc4)o3)cc2nc1C returned Vif-APOBEC3F blk 0%, mIDH1 inhibitor 4%, TrxR1 substrate 4%, ALOX12 inh -28%, RGS4 inh 12%, TrxR1 inh 11%, USP1 inh -1%, Vif-A3G inh -5% and RXFP1 agonist 0.2%.
COc1cc(C2C3=C(CCCC3=O)Nc3[nH]n(-c4ccccc4)c(=O)c32)cc(OC)c1OC (configuration not stated) was read as Vif-APOBEC3F blk 4%, mIDH1 inhibitor 4%, TrxR1 substrate -6%, ALOX12 inh -8%, RGS4 inh -13%, TrxR1 inh -15%, USP1 inh -23%, Vif-A3G inh -6% and RXFP1 agonist 0.9%.
`Cc1cc(NC(=O)c2ccc(NC(=O)c3cccs3)cc2)no1` gave Vif-APOBEC3F blk -25%, mIDH1 inhibitor 11%, TrxR1 substrate 1%, ALOX12 inh 23%, RGS4 inh inconclusive, TrxR1 inh -4%, USP1 inh -12%, Vif-A3G inh -1% and RXFP1 agonist -0.4%.
`COCCCN1C(=O)C(O)=C(C(C)=O)C1c1cccc(F)c1` (configuration not stated) gave Vif-APOBEC3F blk 1%, mIDH1 inhibitor 7%, TrxR1 substrate -16%, ALOX12 inh 7.9µM*, RGS4 inh -5%, TrxR1 inh -22%, USP1 inh -12%, Vif-A3G inh 1% and RXFP1 agonist 2.3%.
CC(=O)c1cccc(NC(=O)CN(C)S(=O)(=O)c2ccc3c(c2)CC(C)N3C(C)=O)c1 (configuration not stated) was read as Vif-APOBEC3F blk 5%, mIDH1 inhibitor -4%, TrxR1 substrate 5%, ALOX12 inh -21%, RGS4 inh 5%, TrxR1 inh 16%, USP1 inh -25%, Vif-A3G inh 1% and RXFP1 agonist 1.5%.
Screening NC(=O)C1CCN(C(=O)c2ccc3c(=O)n(Cc4cccc(Br)c4)c(=S)[nH]c3c2)CC1 returned Vif-APOBEC3F blk 15%, mIDH1 inhibitor 3%, TrxR1 substrate -10%[57.1 µM], ALOX12 inh 45µM*, RGS4 inh -34%, TrxR1 inh 1%[57.1 µM], USP1 inh -19%, Vif-A3G inh -2% and RXFP1 agonist 4.3%.
Screening CNC(=O)C1CCC(Cn2c(=O)c3sccc3n(CC(=O)Nc3ccc(C)c(C)c3)c2=O)CC1 (configuration not stated) returned Vif-APOBEC3F blk inconclusive, mIDH1 inhibitor -13%, TrxR1 substrate -4%[57.1 µM], ALOX12 inh inconclusive, RGS4 inh 11%, TrxR1 inh 0%[57.1 µM], USP1 inh -4%, Vif-A3G inh 2% and RXFP1 agonist -1.0%.
`O=C(COc1ccc2ccccc2c1)Nc1cccnc1Cl` gave Vif-APOBEC3F blk 5%, mIDH1 inhibitor 0%, TrxR1 substrate 6%, ALOX12 inh -13%, RGS4 inh -11%, TrxR1 inh 22%, USP1 inh -16%, Vif-A3G inh 1% and RXFP1 agonist 4.6%.
